Source: PubChem (PCMD)
Yeast growth tox: yeast growth toxicity, wild-type and mutant, primary screen, cytotoxicity control for eIF2B function restoration project, wild-type and eIF2Bepsilon R284H mutant, A595; S. cerevisiae wild-type growth, A595 turbidity, 16 h; growth inhibition, % at 25 µM (by protocol); hit rate 0.3% among 30,000;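 active means mutant and wild-type yeast strains alike exhibit over 30% growth inhibition; inconclusive means a strain exceeds 50% while the second remains under 30%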;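 further: 0% = untreated cell controls and 100% = YPD media blanks without cells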
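Incubation: 16 h growth with compound, 30 °C; Material: S. cerevisiae wild-type or eIF2Bepsilon-R284H mutant strain; Signal: turbidity measured as absorbance at 595 nm; Medium: YPD yeast growth medium; Measure: growth inhibition (%) versus cell controls and blanks; Doses: 25 µM single dose.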
Yeast eIF2B: GCN4-lacZ reporter reduction in eIF2B-epsilon mutant yeast, primary screen, S. cerevisiae, eIF2B-epsilon R284H, Beta-Glo luminescence; hit rate 0.91% among 27,000; inhibition, % at 25 µM (by protocol);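 active means mutant luminescence inhibited past about 50% while wild type luminescence and mutant growth stay under set limits, limit read from the data; inconclusive means mutant versus wild type luminescence inhibition gap past a set limit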; further: some compounds called inactive have numbers as strong as hits
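Times: 16 h growth with compound at 30 °C, 90 min Beta-Glo step; Assay system: yeast eIF2B-epsilon R284H mutant carrying GCN4–beta-galactosidase fusion; Measure: % inhibition of reporter signal and growth versus controls; Dosing: one concentration, 25 µM, 0.25% DMSO; Buffer or medium: YPD yeast growth medium; Measured by: Beta-Glo luminescence plus absorbance at 595 nm.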
Yeast growth tox inhibition %: second read-out of Yeast growth tox, no call of its own (marks repeat the call); growth inhibition, %; S. cerevisiae eIF2Bepsilon-R284H mutant growth, A595 turbidity, 16 h;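 each compound tested once at 25 µM; 0% equals untreated cells and 100% equals cell-free medium blanks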
Yeast eIF2B mutant toxicity: second read-out of Yeast eIF2B, no call of its own (marks repeat the call); growth inhibition, %; measured here: mutant yeast growth, toxicity;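 each compound tested once at 25 µM; zero equals untreated control growth and 100 equals blank medium absorbance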
The depositor's hits bear a star; ? = inconclusive; nt = no result given. An excerpt, so the mix of outcomes need not match the whole.

SMILES | Yeast growth tox | Yeast growth tox inhibition % | Yeast eIF2B | Yeast eIF2B mutant toxicity
COc1ccc(-n2cnc3cc(NS(=O)(=O)c4ccc(C)cc4)ccc32)cc1 | 24 | 13 | nt | nt
Cc1cc(=O)oc2cc(OCC(=O)NCc3ccncc3)ccc12 | 25 | -14 | 12 | -14
COc1ccc2nc(SCC(N)=O)cc(C)c2c1 | 12 | 0 | 21 | nt
CCOC(=O)C1=C(CN2CCc3ccccc32)NC(=O)NC1c1ccc(Cl)cc1 (stereo unspecified) | 3 | 7 | nt | nt
COC(=O)c1ccccc1NC(=O)CSc1ccc(C)cc1 | 3 | -4 | 26 | -4
CCOC(=O)c1ccc(N2C(=O)CC(N3CCOCC3)C2=O)cc1 (stereo unspecified) | 0 | -6 | 11 | -6
CCn1nnc(NC(=O)c2cc(Cl)c(OC)c(Cl)c2)n1 | 33 | 19 | 17 | 19
C=CCc1cccc(CNc2nc3ccccc3n2CCN2CCOCC2)c1O | 5 | 5 | 11 | 5
CCOc1ccc(NC(=O)CC2NCCNC2=O)cc1 (stereo unspecified) | -6 | -3 | 16 | -3
Cc1cccc(OCC(=O)N(C)CCc2ccccn2)c1 | 13 | 8 | nt | nt
COc1ccc(CNC(N)=O)cc1OC | 16 | 15 | 17 | 15
COc1cccc(CSc2nnc(-c3ccco3)n2C)c1 | 3 | -23 | 1 | -23
CCCCCOC(=O)C1=C(C)Nc2nnnn2C1c1ccccc1Cl (stereo unspecified) | 20 | -1 | nt | nt
O=C(C1CCCCC1)N1CCN(c2ncccn2)CC1 | 34 | -4 | 18 | -4
CN=c1sc2ccccc2n1CC(O)COc1ccccc1 (stereo unspecified) | 12 | -24 | 22 | -24
CSCCNC(C)=O | 21 | 11 | nt | nt
N#Cc1nc(-c2ccc(OCc3ccc(Cl)cc3)cc2)oc1NCc1cccnc1 | -39 | 25 | 22 | 25
CN(C)CCOC(=O)C12CC3(C)CC(C)(CC(C)(C3)C1)C2 | 23 | 16 | 25 | 16
C=CCNc1nnc(SC2CC(=O)N(c3ccc(OCCC)cc3)C2=O)s1 (stereo unspecified) | 60* | 59* | 2 | 59
O=C(Nc1ccccc1Cl)N1CCn2c(nc3ccccc32)C1 | 16 | 15 | 15 | 15
CC(C)(C)c1cc(N/C=C\c2nnnn2-c2ccc(Br)cc2)no1 | nt | nt | 7 | nt
CCN(CC)CCNC(=O)Cc1c(C(=O)O)n(C)c2ccccc12 | -30 | -4 | 24 | -4
Cc1ccc2c(c1)N=C(c1ccc(Cl)cc1)CO2 | 13 | 12 | 13 | 12
CC(=O)N(C)c1ccc(OCC(O)COc2ccc(N(C)C(C)=O)cc2)cc1 | -2 | 6 | -10 | 6
O=C1CCc2cc(S(=O)(=O)N3CCN(c4cccc(C(F)(F)F)c4)CC3)ccc2N1 | -53 | -47 | 28 | -47
CN(c1cccc(NC(=O)CCSc2ccccc2)c1)S(C)(=O)=O | -4 | 6 | -24 | 6
O=c1c2ccccc2nnn1CSc1nc2ccccc2c(=O)n1Cc1ccco1 | -12 | -23 | -17 | -23
CC1CC(c2ccccc2)n2nc(N3C(=O)c4ccccc4C3=O)nc2N1 (stereo unspecified) | -19 | -21 | 23 | -21
N#Cc1c2n(c3c(-c4ccccc4)ncnc13)CCC2 | 2 | 10 | -2 | 10
O=S(=O)(c1cccc(-c2nc3ccccc3s2)c1)N1CCOCC1 | 1 | -5 | 24 | -5
CCC(=O)N1CCc2cc(Br)cc(S(=O)(=O)NCC3CCCN3CC)c21 (stereo unspecified) | 1 | -15 | 1 | -15
CCC(=O)Nc1ccc(S(=O)(=O)N2CCOCC2)cc1 | 12 | 9 | -15 | 9
O=C(NCc1ccco1)C(c1ccccc1)N(Cc1cccnc1)C(=O)Cn1nnc2ccccc21 (stereo unspecified) | 3 | -15 | 15 | -15
N#Cc1cn(-c2ccccc2)nc1-c1ccc2c(c1)OCCO2 | -46 | 0 | -12 | nt
C=CCn1c(SCC(=O)Nc2cccc(C(=O)OC)c2)nnc1C(C)NC(=O)c1cccs1 (stereo unspecified) | -2 | 13 | -3 | 13
COCCNCCOc1ccccc1-c1ccccc1 | 1 | 0 | -31 | nt
CCN(C(=O)COc1ncnc2scc(-c3ccc(F)cc3)c12)C1CCS(=O)(=O)C1 (stereo unspecified) | 2 | 14 | 16 | 14
O=c1[nH]c2ccsc2c(=O)n1-c1ccc(F)c(Cl)c1 | 9 | 4 | -4 | 4
O=C(NCc1cccs1)c1ccc(CS(=O)(=O)c2ccc(Cl)cc2)o1 | 7 | 15 | nt | nt
COc1ccc(C)cc1S(=O)(=O)Nc1ccc(F)c(Cl)c1 | 2 | 0 | 16 | nt
O=C(Cc1coc2ccc3ccccc3c12)N1CCc2ccccc21 | -1 | -10 | 12 | -10
Cc1cc(C(F)(F)F)c2c(n1)sc1c(O)cc(=O)[nH]c12 | -2 | 11 | nt | nt
O=c1cc(-c2ccc3c(c2)OCO3)oc2ccccc12 | 14 | 21 | 28 | 21
N/C(=N\OC(=O)C(c1ccccc1)c1ccccc1)c1ccccn1 | -8 | 3 | 28 | 3
COC(=O)c1ccc(NC(=O)C2CCN(C(=O)c3cc(OC)c(OC)c(OC)c3)CC2)cc1 | 11 | -6 | 4 | -6
CC1(CC(=O)O)C(=O)N=C2C=CC=CN21 (stereo unspecified) | ? | nt | 9 | 52
CCC(O)CNc1nc(SC)nc2sc3c(c12)CCN(C)C3 (stereo unspecified) | -5 | 4 | nt | nt
Nc1[nH]nc2nc(N3CCOCC3)nc(-c3ccccc3)c12 | -12 | 10 | 9 | 10
COCC(=O)Nc1ccc(C)c(Cl)c1 | 6 | 23 | 7 | 23
O=C(CSc1nc(SCC(=O)NCc2ccccc2)n(-c2ccccc2)n1)NCc1ccccc1 | 7 | 5 | nt | nt
Cc1ccc(S(=O)(=O)N2CCC(C(=O)N[C@H](C(=O)N3CCN(C)CC3)C(C)C)CC2)cc1 | 0 | 19 | 21 | 19
Cc1cc(C)n(-c2nnc(SCC(=O)NC3CCCC3)c3ccccc23)n1 | nt | nt | 34 | nt
CCOc1ccc(OCCN2C(=O)NC3(CCCc4ccccc43)C2=O)cc1 (stereo unspecified) | -8 | 13 | 33 | 13
O=c1oc(-c2ccccc2)nc2c1C1(CCCCC1)Cc1ccccc1-2 | 11 | 16 | 23 | 16
CCOC(=O)CSc1nc2ccccc2c(=O)n1NC(=O)c1ccccc1 | 19 | 0 | -4 | nt
O=C(c1ccccn1)N(CC1CCCO1)C1(C(=O)NC2CCCCC2)CCCCC1 (stereo unspecified) | 3 | -10 | -16 | -10
CCOC(=O)c1sc(NC(=O)c2cncc(Br)c2)nc1C | nt | nt | 17 | nt
CCOc1ccccc1/C=c1\sc2nc(-c3ccco3)nn2c1=O | 5 | 6 | 17 | 6
Nc1nc(COc2ccccc2)cs1 | 19 | 22 | nt | nt
CC1=Nc2ncnn2C(c2ccccc2)/C1=N\O (stereo unspecified) | -3 | -1 | 24 | -1

Additional records.
SMILES | Yeast growth tox | Yeast growth tox inhibition % | Yeast eIF2B | Yeast eIF2B mutant toxicity
CC(=O)C1=C(C)NC(=O)NC1c1cccc(O)c1 (stereo unspecified) | 2 | 12 | nt | nt
CSc1ccc(Cl)c(C(=O)OCC(=O)NC2CC2)c1 | 13 | -5 | 26 | -5
Cc1cc(C(=O)N2CCC(C(F)(F)F)n3nccc32)on1 (stereo unspecified) | 35 | -13 | -15 | -13
O=S(=O)(c1ccc2ccccc2c1)N1CCC(c2nc(-c3ccncc3)no2)CC1 | -44 | -10 | 10 | -10
CC(C)CNC(=S)N1CCC(NC(=O)C23CC4CC(CC(C4)C2)C3)CC1 | -2 | -6 | 18 | -6
Cc1cc(C)n(CC(O)COc2ccccc2C(=O)Nc2ccccc2)n1 (stereo unspecified) | 13 | -9 | -7 | -9
CCc1cccc(C)c1NC(=O)C1C2CCC(O2)C1C(=O)O (stereo unspecified) | -8 | 0 | 34 | nt
Fc1cccc(F)c1CSc1nc2ccccc2[nH]1 | 17 | 18 | 20 | 18
COC(=O)CSc1nc(NC#N)nc(NC(C)C)n1 | 9 | -29 | 4 | -29
Cc1nn2c(=O)nc3sc4c(c3c2[nH]c1=O)CCCC4 | 5 | -6 | nt | nt
CCOc1cc(C2C3=C(CCCC3=O)NC3=C2C(=O)CCC3)ccc1OCCO | 21 | -11 | -10 | -11
O=C(CSc1nc(-c2ccco2)cc(C(F)(F)F)n1)N1CCc2ccccc2C1 | -8 | 0 | 13 | nt
COc1ccc(/C(O)=C2\C(=O)C(=O)N(c3cc(C)on3)C2c2ccc(OC)c(OC)c2)cc1OC (stereo unspecified) | 4 | 4 | 19 | 4
O=C(CCSc1ccccc1)Nc1nccs1 | 23 | 19 | nt | nt
O=C(C[n+]1ccc(C(=O)N/N=C/c2ccc(Br)cc2)cc1)c1ccccc1 | -12 | 15 | 2 | 15
COc1ccc(C(=O)NC2CCN(S(=O)(=O)Cc3ccccc3)CC2)c(OC)c1 | -41 | -24 | 14 | -24
CC(C)CCOc1ccc(C(=O)CCNC(C)C(=O)O)cc1 (stereo unspecified) | ? | nt | 10 | 57
Cc1ccc(-c2[nH]nc3c2C(c2ccc(OC(=O)N4CCOCC4)cc2)C(C#N)=C(N)O3)cc1 (stereo unspecified) | -6 | -21 | 24 | -21
O=C(COC(=O)c1ccccc1OCc1ccccc1Cl)NC1CC1 | 13 | -29 | -3 | -29
OCCN(CCO)CC(O)COCCC12CC3CC(CC(C3)C1)C2 (stereo unspecified) | 2 | 17 | 25 | 17
COC(=O)/C(C#N)=C1/SC=C(C)N1c1ccccc1 | 0 | 0 | 10 | nt
CCOC(=O)N1CCN(Cc2nc(-c3cccc(C)c3)no2)CC1 | 18 | 13 | nt | nt
O=S(=O)(NCCc1ccncc1)c1ccc(Br)cc1 | 4 | 16 | 16 | 16
CC(=O)/C(=N\Nc1ccccc1)Oc1ccc([N+](=O)[O-])cc1 | -16 | -11 | 31 | -11
CCn1c(=O)c2c3c(sc2n2c(=S)[nH]nc12)CCC3 | 11 | 23 | nt | nt
CCOc1ccc(-c2nnn(CC(=O)c3cc(OC)ccc3OC)n2)cc1 | 40 | 12 | 2 | 12
Cc1cc(NC(=O)c2cccc(N3C(=O)CCC3=O)c2)no1 | -3 | -3 | 5 | -3
COC(=O)c1ccc(CN2CCN(Cc3ccc(C(=O)OC)o3)CC2)o1 | nt | nt | -7 | nt
CCCOc1ccc(C(C)(O)CN2CCOCC2)cc1 (stereo unspecified) | 22 | 10 | 20 | 10
CC1(C)CC(=O)C=C(N2CCCC2)C1 | nt | nt | 30 | nt
Cc1ccc(-n2nc3c(c2NC(=O)c2ccc(S(=O)(=O)N4CCOCC4)cc2)CSC3)c(C)c1 | -13 | -10 | 10 | -10
CCOC(=O)C1CCN(S(=O)(=O)C(F)(F)c2nc3ccccc3s2)CC1 | -12 | -9 | -2 | -9
CCCCOc1ccccc1C(=O)NCCCCCC(=O)O | 6 | 38 | -12 | 38
O=C(Nc1ccc(Cl)cc1)OCc1ccccn1 | nt | nt | -6 | nt
COc1nc(NCCC2=CCCCC2)nc(OC)n1 | 30 | 0 | 23 | nt
O=C(O)C1CC=CCC1C(=O)Nc1ccc2c(c1)OCCO2 (stereo unspecified) | 10 | 42 | 14 | 42
S=c1[nH]nc(-c2ccncc2)n1Cc1ccccc1 | 17 | 0 | 1 | nt
O=C(Cn1cnc2ccccc2c1=O)N1CCOCC1 | -5 | 5 | -39 | 5

One compound at a time, as listed above. Order of screens: Yeast growth tox | Yeast growth tox inhibition % | Yeast eIF2B | Yeast eIF2B mutant toxicity
CCn1c(=O)c2c3c(sc2n2c(=S)[nH]nc12)CCC3 is listed as 11 | 23 | nt | nt
COC(=O)/C(C#N)=C1/SC=C(C)N1c1ccccc1 is listed as 0 | 0 | 10 | nt
Cc1cc(NC(=O)c2cccc(N3C(=O)CCC3=O)c2)no1 is listed as -3 | -3 | 5 | -3
S=c1[nH]nc(-c2ccncc2)n1Cc1ccccc1 is listed as 17 | 0 | 1 | nt
CCOC(=O)N1CCN(Cc2nc(-c3cccc(C)c3)no2)CC1 is listed as 18 | 13 | nt | nt

In the list so far, four contain a CF3 group.
SMILES | Yeast growth tox | Yeast growth tox inhibition % | Yeast eIF2B | Yeast eIF2B mutant toxicity
O=C1CCc2cc(S(=O)(=O)N3CCN(c4cccc(C(F)(F)F)c4)CC3)ccc2N1 | -53 | -47 | 28 | -47
Cc1cc(C(F)(F)F)c2c(n1)sc1c(O)cc(=O)[nH]c12 | -2 | 11 | nt | nt
Cc1cc(C(=O)N2CCC(C(F)(F)F)n3nccc32)on1 (stereo unspecified) | 35 | -13 | -15 | -13
O=C(CSc1nc(-c2ccco2)cc(C(F)(F)F)n1)N1CCc2ccccc2C1 | -8 | 0 | 13 | nt
